From PubChem BioAssay
M1 ag: agonists of human M1 muscarinic receptor; P11229; CHO-K1 hM1, Fluo-8 calcium fluorescence, agonist mode; 0% DMSO, 100% acetylcholine EC100; activation, % at 3 µM; 360,000 tested, 0.33% active; AID 588814;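 active = activation above the run's mean compound activation plus 3 SD, cut at about 16% in these data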;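 note: peak over basal fluorescence ratio within a 140 s kinetic read after compound addition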
OXTR potentiator: human OXTR potentiation | P30559 | CHO-OTR cells, Fluo-8 calcium fluorescence, potentiator mode; 0% = oxytocin EC15, 100% = EC100 | activation, % at 3 µM | 320,000 tested, 0.061% active | AID 2445;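 active = activation above that plate's cutoff, the mean activation of tested compounds plus 3 SD, cut at about 6.6% in these data, passing the limit was not always enough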;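 note: 100% uses oxytocin at 75 nM as the full agonist control; some results filed as inactive read as strong as hits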
Target sequence (P30559 whole entry, looked up): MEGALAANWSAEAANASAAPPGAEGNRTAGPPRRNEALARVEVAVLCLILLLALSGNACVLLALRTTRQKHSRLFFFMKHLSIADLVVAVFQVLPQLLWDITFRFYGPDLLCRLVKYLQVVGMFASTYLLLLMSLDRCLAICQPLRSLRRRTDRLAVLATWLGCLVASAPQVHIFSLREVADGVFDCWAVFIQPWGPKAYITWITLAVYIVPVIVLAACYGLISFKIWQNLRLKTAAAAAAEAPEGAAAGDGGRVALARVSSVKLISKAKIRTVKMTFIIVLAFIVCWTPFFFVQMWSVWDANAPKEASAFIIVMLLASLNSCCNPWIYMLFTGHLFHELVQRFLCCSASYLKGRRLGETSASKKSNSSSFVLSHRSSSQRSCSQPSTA
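Material: CHO-OTR cells, human receptor; compound dosing: single dose, 3.0 µM nominal final compound concentration; schedule: 6 min compound pre-incubation at room temperature, 100 s kinetic read; measured by: kinetic Fluo-8 calcium fluorescence; read-out basis: % activation vs EC15 and EC100 oxytocin; controls: EC15 oxytocin alone as 0%, 75 nM oxytocin as 100%; replicates: singlicate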
CHO-K1 Ca antag: nonselective inhibitor or artifact in parental CHO-K1 cells; ATP-induced calcium, Fluo-8 fluorescence; 360,000 tested, 0.6% active; inhibition, % at 3 µM;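 active = inhibition above a per-plate cutoff, the plate's mean sample inhibition plus 3 SD, cut at about 24% in these data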;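 note: 0% = DMSO plus EC80 ATP and 100% = DMSO alone without ATP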
TAAR1 ag: human TAAR1 agonism; CHO RD-HGA16 TAAR1, Fluo-8 calcium fluorescence; vehicle wells 0%, saturating PEA agonist 100%; activation, % at 3 µM; 360,000 tested, 0.99% active; AID 624467;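 active = activation above the mean activation of all test compounds in the run plus 3 SD, cut at about 38% in these data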
Target sequence (Q96RJ0 whole entry, looked up): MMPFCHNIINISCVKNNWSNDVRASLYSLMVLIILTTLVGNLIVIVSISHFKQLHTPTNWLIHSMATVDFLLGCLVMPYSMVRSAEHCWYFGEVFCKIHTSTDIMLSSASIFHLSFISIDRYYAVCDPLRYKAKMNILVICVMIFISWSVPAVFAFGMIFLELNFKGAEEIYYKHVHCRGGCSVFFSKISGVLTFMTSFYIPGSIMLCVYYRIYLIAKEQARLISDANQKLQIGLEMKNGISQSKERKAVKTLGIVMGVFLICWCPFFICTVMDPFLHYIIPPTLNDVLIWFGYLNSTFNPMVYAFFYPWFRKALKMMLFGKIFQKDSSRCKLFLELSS
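System: CHO-derived RD-HGA16 cells with stable Gα16 and human TAAR1 / Times: 17-24 h plating, Fluo-8 75 min 37 °C, 30 min RT / Technique: calcium-sensitive Fluo-8 signal, excitation 470-495, emission 515-575 nm / Measure: % activation relative to PEA EC100 response / Benchmarks: DMSO and PEA EC100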
TAAR1 antag: antagonists of human TAAR1. Q96RJ0. CHO RD-HGA16 TAAR1, Fluo-8 calcium fluorescence, antagonist. inhibition, % at 3 µM. 360,000 tested, 1.5% active. AID 624466;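 active = inhibition above a per-plate cutoff, the mean inhibition of test compounds on that plate plus 3 SD, cut at about 49% in these data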;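 note: 0% = DMSO plus EC80 beta-PEA response and 100% = DMSO alone without agonist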
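Assay system: RD-HGA16 CHO cells with stable hTAAR1 and Gα16 / Reagent: EC80 β-phenethylamine stimulus / Doses: 3 µM, single point / Timing: dye loading 75 min at 37 °C, then 30 min room temperature / Measured by: Fluo-8 intracellular calcium dye fluorescence, real-time kinetic reads / Controls: vehicle wells and EC80 agonist wells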
CHO-K1 Ca ag: M1 agonist counterscreen hit in parental CHO-K1 cells; activation, % at 3 µM; Fluo-8 calcium fluorescence; scaled to maximal ATP response, vehicle zero; 360,000 tested, 0.48% active; in the data active = activation above about 15%;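 note: untransfected CHO-K1 host cells lacking M1 receptor as counterscreen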
CHO-K1 Ca PAM: counter-screen for M1 PAMs: effect in parental CHO-K1 cells | ATP EC20, Fluo-8 calcium fluorescence; 0% at ATP EC20, 100% at ATP max | activation, % at 3 µM | 360,000 tested, 0.02% active | AID 602247;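 active = activation above the run cutoff, the mean activation of all test compounds plus 3 SD, cut at about 40% in these data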;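 note: peak over basal fluorescence ratio in a 140 s read after ATP addition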
CHO parental Ca: signal in parental CHO cells, OX1R antagonist counter-screen; parental CHO-K1, ATP-induced calcium, Fluo-8 fluorescence; inhibition, % at 5.6 µM; 330,000 tested, 0.63% active; AID 463079;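 active = inhibition above that plate's mean sample inhibition plus 3 SD, cut at about 26% in these data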;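 note: 0% = ATP-challenged DMSO wells and 100% = DMSO wells without ATP; some compounds past the cut are filed as inactive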
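Material: parental CHO cells / Compound: single nominal dose of 5.6 µM per compound / Signal: Fluo-8 fluorescence / Replicates: singlicate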
V1aR counter: counter-screen for oxytocin receptor agonists: human V1a receptor agonists | P37288 | AID 2797 | CHO-V1R cells, Fluo-8 calcium fluorescence, agonist mode; 0% DMSO, 100% 3 nM vasopressin | 320,000 tested, 0.25% active | activation, % at 3 µM;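 active = activation above the mean activation of all tested compounds plus 3 SD, per screening run, cut at about 20% in these data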;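 note: signal is peak over basal fluorescence ratio across a 100 second FLIPR read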
Starred values were filed as active, the others as inactive; . = not tested or not shown.

SMILES | M1 ag | OXTR potentiator | CHO-K1 Ca antag | TAAR1 ag | TAAR1 antag | CHO-K1 Ca ag | CHO-K1 Ca PAM | CHO parental Ca | V1aR counter
Fc1ccccc1N1CCN(C(c2ccnc3ccccc23)c2nnnn2-c2ccc3c(c2)OCCO3)CC1 (centres undefined) | . | . | -16 | 3 | -22 | 0.6 | 15 | . | .
COc1ccc(-c2cc(C(=O)NCC(c3ccccc3)N(C)C)c3ccccc3n2)cc1OC (centres undefined) | -6 | -7 | -20 | 12 | 27 | 5.4 | 4 | -19 | 2.4
Cc1ccc(-c2csc(NC(=O)c3ccc(Br)cc3)c2C(=O)O)cc1 | -4 | -12 | -12 | -1 | 24 | 0.7 | -14 | 2 | 1.2
O=Cc1ccc(N2CCCC2)c([N+](=O)[O-])c1 | -7 | -1 | -14 | 8 | -2 | 0.3 | 23 | -14 | -0.9
CCC(=O)NNC(=O)CCC(=O)Nc1ccc(C)cc1C | -6 | -4 | -3 | 10 | -5 | 0.2 | 2 | -3 | 0.9
CCCOc1ccc(C2CC(=O)NC2=O)cc1 (centres undefined) | -5 | -5 | 2 | 7 | 23 | -0.4 | 8 | -12 | -0.5
COc1cccc(C(=O)N2CCC(n3nccc3NC(=O)C3CCOC3)CC2)c1 (centres undefined) | 5 | 10 | -2 | 1 | -4 | 0.5 | 17 | 2 | 0.8
O=S(=O)(c1ccc(SCc2ccccc2)nc1)N1CCCCC1 | -4 | -6 | -8 | 0 | 4 | 0.2 | 5 | -11 | 0.3
CCc1nc2ccc(C(=O)N3CCN(c4ccccc4)CC3)cc2nc1CC | -6 | 3 | -11 | 7 | -21 | 0.1 | 14 | -21 | -2.0
N#Cc1c(-n2cccc2)cccc1-n1cccc1 | -8 | -2 | 7 | -3 | 9 | -0.4 | -3 | -12 | -0.9
CCOC(=O)c1ccc(CNS(=O)(=O)c2c(C)ccc3nsnc23)o1 | -3 | -11 | 2 | 1 | -16 | 0.0 | -2 | -9 | 0.1
CC(C)[C@H](N)c1nnc(SCc2ccc(Cl)cc2)o1 | -6 | -6 | 0 | 1 | 3 | 0.6 | 7 | -23 | 0.8
Oc1csc(Cc2nc(-c3ccc(-c4ccccc4)cc3)cs2)n1 | -1 | -7 | 1 | 1 | 7 | -0.1 | 0 | -4 | 0.9
Cc1ccc(NC(=O)C2CCN(c3cnccn3)CC2)cc1 | -5 | -6 | -15 | 4 | -2 | -0.5 | 22 | -20 | -0.3
COc1ccc(C(CCNCc2ccc(OC(C)C)cc2)c2ccccc2OC)cc1 (centres undefined) | 3 | -18 | 14 | 38* | 38 | 18* | -4 | 13 | 15
CCN1C(=O)CS/C1=N\S(=O)(=O)c1ccccc1 | -2 | -7 | -20 | -1 | -10 | 0.9 | 11 | -15 | 1.4
N=c1n(CCN2CCCCC2)c2ccccc2n1CC(O)c1ccc(Cl)c(Cl)c1 (centres undefined) | -10 | 2 | -2 | 18 | 2 | 2.0 | 4 | -24 | 3.9
CC(=O)OC(COc1ccccc1)Cn1cnc2ccccc21 (centres undefined) | 0 | -5 | 10 | 6 | -7 | 0.1 | 3 | -8 | 1.7
CN(C)C(CNC(=O)CNC(=O)c1ccc(Br)cc1)c1ccccc1 (centres undefined) | -7 | 3 | -22 | 5 | -21 | 2.6 | 22 | -19 | 0.3
COc1cc(/C=C2/SC(=S)N(C)C2=O)ccc1OC(=O)c1ccco1 | -2 | -9 | -6 | 7 | 19 | 3.5 | 11 | -2 | 6.0
COC(=O)/C(=C\c1c[nH]c2ccccc12)NC(C)=O | 0 | -5 | -11 | 11 | -5 | 1.1 | 18 | -9 | 1.6
COc1cccc(NC(=O)CN(C)S(=O)(=O)c2ccc3c(c2)NC(=O)CS3)c1 | 0 | -4 | 3 | 3 | -9 | 9.5 | -15 | 5 | 1.6
COc1cccc(C(C(=O)NC(C)(C)C)N(Cc2ccc(F)cc2)C(=O)CCC(=O)Nc2cc(C)on2)c1OC (centres undefined) | -5 | -6 | -26 | -2 | 8 | 0.2 | 12 | -18 | -0.9
COc1cc(/C=C2\SC(=O)NC2=O)ccc1Oc1cnccn1 | 2 | -7 | 17 | -1 | -9 | 0.0 | 1 | 8 | 1.1
COC(=O)c1sc2ccccc2c1-n1cccc1C(=O)C(=O)Nc1ccc(OC)cc1 | -1 | -13 | -9 | 9 | 13 | 0.7 | 17 | -4 | -0.2
C/C(=N\NC(=O)c1ccccc1Br)c1ccc(N2CCOCC2)cc1 | -2 | -15 | -14 | 1 | -22 | -0.2 | 16 | -11 | 0.7
O=C(NC1CC2CCCC(C1)N2C(=O)Nc1ccccc1F)C1CC1 (centres undefined) | -11 | 2 | -15 | 5 | -18 | 0.2 | 9 | -16 | 0.2
Cc1cccnc1NC1(C(F)(F)F)N=C2SCCN2C1=O (centres undefined) | -2 | 2 | -7 | 8 | 8 | -0.4 | -7 | -2 | -0.9
COc1ccc(CNC(=O)C(C)Sc2ccc(C)cc2)cc1 (centres undefined) | -8 | 9 | 13 | 7 | -7 | -0.9 | -11 | -2 | -0.7
Oc1ccc(C2=Nn3c(nnc3-c3ccco3)SC2)cc1O | -1 | -5 | 6 | 1 | -8 | 0.0 | -1 | -2 | 0.7
Cc1ccc2oc(=S)n(C)c2c1 | -6 | -8 | -4 | 1 | -1 | 0.4 | 9 | -4 | -0.4
CCOC(=O)CN(C(=O)c1snc(C(N)=O)c1N)C(C(=O)NC1CCCCC1)c1ccc(F)cc1 (centres undefined) | 0 | -7 | -5 | 2 | -3 | 0.5 | 3 | -25 | -1.2
CCNc1nc2cccnc2s1 | -2 | 6 | -11 | 2 | -6 | 0.4 | 23 | -24 | 1.3
O=C(Nc1ccccc1)C1CCCN1S(=O)(=O)c1cccs1 (centres undefined) | -1 | -3 | -10 | 0 | -2 | 0.8 | 9 | -23 | 0.1
C/C(=N\OCC(=O)Nc1ccc(F)c(F)c1F)c1cc2ccccc2o1 | -4 | -5 | -5 | -1 | 3 | 1.9 | 10 | -15 | -0.1
NC(=S)NN=C1c2ccccc2-c2cc(Br)ccc21 | 2 | . | -8 | 1 | 2 | 1.2 | 5 | . | .
CCOC(=O)c1ccc(Oc2nc(NC)nc(Nc3ccccc3)n2)cc1 | -1 | 4 | 1 | 7 | -2 | 0.2 | 10 | -23 | -1.2
COc1cc(S(=O)(=O)NC2CCCCC2C)ccc1-n1cnnn1 (centres undefined) | -2 | -9 | 9 | 9 | 10 | 3.6 | 3 | -17 | 8.3
O=C(NCc1nnc(SCc2ccc(C(F)(F)F)cc2)n1-c1ccccc1)C12CC3CC(CC(C3)C1)C2 | -4 | 2 | 0 | 10 | -3 | 0.1 | 25 | -34 | -1.2
C#CCN(C[C@H]1[C@H](OC(=O)NCc2ccco2)[C@H](OC(=O)NCc2ccco2)C[C@H]2C(=O)N(c3ccccc3)C(=O)[C@@H]12)S(=O)(=O)c1ccc(C)cc1 | -1 | . | 3 | 2 | 7 | 1.1 | 0 | . | .
O=C(c1cccc(F)c1)N1CCN(c2cccc(Cl)c2)CC1 | -2 | -7 | 5 | 3 | 2 | 0.7 | 4 | -6 | -0.1
O=C(O)CC1S/C(=N/N=C/c2ccc(Br)cc2)N(c2ccccc2)C1=O (centres undefined) | -4 | . | 1 | 6 | 1 | 0.4 | 13 | . | .
Cc1c(C(=O)OCC(=O)c2c(N)n(CC(C)C)c(=O)n(C)c2=O)oc2ccccc12 | -2 | -20 | -2 | 6 | 1 | 3.5 | 21 | 0 | 7.7
O=C(CCCc1ccccc1)Nc1cccc(C(=O)O)c1 | -5 | -2 | -12 | 5 | 3 | 0.2 | 23 | 3 | 0.2
Cc1ccc2c(c1)N(CC(=O)OC(CC(C)C)C(=O)NC1CCCC1)C(=O)CO2 (centres undefined) | -5 | -4 | -7 | 3 | 24 | 2.2 | 5 | -14 | -1.6
COc1cc(S(=O)(=O)NC2CCCCC2C)ccc1Cl (centres undefined) | -4 | -20 | -7 | 23 | 2 | 1.6 | 16 | -29 | -0.5
COc1ccc(OC)c(S(=O)(=O)NCc2cccnc2)c1 | -2 | -6 | -14 | 1 | -15 | 0.8 | 20 | 12 | -0.1
COc1ccc(NC(=O)NNS(=O)(=O)c2ccc(OC)c(OC)c2)c(OC)c1 | 1 | -5 | -8 | 0 | -12 | 1.3 | 10 | 2 | -1.0
CCCNC(=O)C1(CC2CC(c3ccccc3)=NO2)CCN(C(=O)C2(C)CC2)CC1 (centres undefined) | -5 | -1 | -15 | 12 | -4 | 0.4 | 20 | -5 | 0.4
CC(C)c1ccc2[nH]c3nc(SCC(=O)N4CCOCC4)nnc3c2c1 | -5 | -4 | -16 | 6 | 12 | 3.6 | 12 | -3 | -0.4
CCN(CC)S(=O)(=O)c1ccc2c(c1)nc(CCC(=O)OCC(=O)Nc1c(F)cccc1F)n2C | -8 | -6 | -3 | 5 | -12 | 1.8 | 0 | -16 | 0.2
Cc1c(C=O)c2ccccn2c1C(=O)c1ccc(F)cc1 | -3 | -8 | -10 | -1 | -20 | 0.8 | 8 | -30 | -1.1
COc1ccc(CCNC(=O)c2cccc(S(=O)(=O)N3CCCC3)c2)cc1OC | -7 | -3 | -4 | 5 | 4 | 0.5 | 18 | -20 | 0.2
CCOC(=O)c1nn(-c2ccccc2)c(=O)cc1SC(C)CC (centres undefined) | -9 | -8 | -27 | 7 | -25 | -0.7 | 2 | -29 | -1.8

Complete entries as entered above.
Record of `CC(C)c1ccc2[nH]c3nc(SCC(=O)N4CCOCC4)nnc3c2c1` : M1 ag: -5; OXTR potentiator: -4; CHO-K1 Ca antag: -16; TAAR1 ag: 6; TAAR1 antag: 12; CHO-K1 Ca ag: 3.6; CHO-K1 Ca PAM: 12; CHO parental Ca: -3; V1aR counter: -0.4
Record of `Cc1c(C=O)c2ccccn2c1C(=O)c1ccc(F)cc1` : M1 ag: -3; OXTR potentiator: -8; CHO-K1 Ca antag: -10; TAAR1 ag: -1; TAAR1 antag: -20; CHO-K1 Ca ag: 0.8; CHO-K1 Ca PAM: 8; CHO parental Ca: -30; V1aR counter: -1.1
Record of `COc1cc(S(=O)(=O)NC2CCCCC2C)ccc1Cl` (centres undefined) : M1 ag: -4; OXTR potentiator: -20; CHO-K1 Ca antag: -7; TAAR1 ag: 23; TAAR1 antag: 2; CHO-K1 Ca ag: 1.6; CHO-K1 Ca PAM: 16; CHO parental Ca: -29; V1aR counter: -0.5
